# Screening results (PubChem)
# RGS4 inh = human RGS4 inhibition. P49798. Transcreener GDP fluorescence polarization, RGS4-accelerated GTP hydrolysis. Potency, µM (highest dose often 114 µM), for the others: at the highest dose activity change, negative = inhibition, actives largely listed as inhibitors. actives 0.039% (n = 390,000); also: % is scaled to controls: 0 for no effect and ±100 for the full control effect; nearly all actives have a fitted effect of over 75% in size; some results filed as inactive show a strong effect at the top dose
# Target sequence (P49798 whole entry, looked up): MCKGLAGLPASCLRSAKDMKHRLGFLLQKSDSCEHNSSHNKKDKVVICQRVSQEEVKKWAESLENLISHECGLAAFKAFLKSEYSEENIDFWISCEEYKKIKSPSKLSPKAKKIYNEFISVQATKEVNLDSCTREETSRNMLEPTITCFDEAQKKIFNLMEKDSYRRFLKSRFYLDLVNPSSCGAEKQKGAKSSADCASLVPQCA
#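 MLSMR compounds (23 nl, pin-transferred) preincubated 10 min at room temperature with a 500nM (2x) first reagent, then RGS4 at 900nM (2x) plus Transcreener GDP mix added; fluorescence polarization (620/688 nm) read before and after 90 min at 30 °C.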
# JMJD2A Tudor = JMJD2A Tudor domain (human) inhibition; O75164; actives 4.4% (n = 390,000); AlphaScreen JMJD2A-Tudor / H3K4me3 peptide binding; AID 504339; Potency, µM (titrated, usually from 114 µM), without a hit: at the highest dose activity change, negative = inhibition, most hits filed as inhibitors; also: % is scaled to controls: 0 for no effect and ±100 for the full control effect; nearly all actives have a fitted effect of over 50% in size
# ERG-DNA inh = blocks human ERG Ets domain binding to DNA. fluorescence polarization, His-ERG Ets domain / labelled DNA. Potency, µM (series often up to 76.9 µM), inactives show at the top dose FP activity, negative = inhibition, usual class: inhibitors. P11308. actives 0.028% (n = 370,000); active = well fitted inhibition curve with a large enough effect in the polarisation, with a control signal flat; inconclusive = small, poorly fitted or top-dose-only effect, or effect the other way, or a change in a side signal; inactive = no such curve, though single readings can be large or run the other way; the % refers to the polarisation;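 also: polarization taken with two DNA probes labelled with fluorescein and Texas red; % of control where 0% means no effect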
# Target sequence (P11308 whole entry, looked up, the tested form may be a part): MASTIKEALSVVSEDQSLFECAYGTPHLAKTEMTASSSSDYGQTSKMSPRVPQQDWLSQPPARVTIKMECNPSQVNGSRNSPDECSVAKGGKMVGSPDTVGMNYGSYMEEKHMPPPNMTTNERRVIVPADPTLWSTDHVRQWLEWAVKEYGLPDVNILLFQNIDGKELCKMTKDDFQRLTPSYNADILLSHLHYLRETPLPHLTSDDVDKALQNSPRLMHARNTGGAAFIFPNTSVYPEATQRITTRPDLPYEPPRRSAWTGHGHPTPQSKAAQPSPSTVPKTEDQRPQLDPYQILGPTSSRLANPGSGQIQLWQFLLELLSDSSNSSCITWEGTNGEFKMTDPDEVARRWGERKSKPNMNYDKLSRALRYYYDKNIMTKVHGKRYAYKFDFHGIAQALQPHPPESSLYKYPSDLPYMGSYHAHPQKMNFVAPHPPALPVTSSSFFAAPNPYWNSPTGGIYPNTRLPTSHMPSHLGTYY
#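 His-tagged ERG Ets domain (1 uM in the protein solution; 300mM KCl, 50mM Tris-HCl, 1mM EDTA, 1mM DTT, pH 7.5) received compound, then a probe mix of 5 nM fluorescein-DNA and 100nM Texas-615-DNA. Fluorescence polarization was read for both dyes.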
# GLS inh = glutaminase GLS (human) inhibition; GLS enzymatic activity, qHTS titration; Potency, µM (titrated, usually from 45.5 µM), for the others: at the highest dose activity change, negative = inhibition, hits mostly inhibitors; actives 0.21% (n = 410,000); also: % is scaled to controls: 0 for no effect and ±100 for the full control effect
#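 Compounds were pin-transferred onto hKGA, after which L-glutamine (1 mM solution) and a detection mix of glutamate oxidase, HRP and Amplex Red were added. Initial and 30 min RT fluorescence reads were collected.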
# PGK inhibitor = blocks T. brucei phosphoglycerate kinase. PGK/GAPDH coupled, Kinase-Glo luminescence, 60 min. Potency, µM (series often up to 57.5 µM), without a hit: at the top dose activity change, negative = inhibition, most hits filed as inhibitors. actives 0.043% (n = 380,000). AID 602233; also: % is scaled to controls: 0 for no effect and ±100 for the full control effect; nearly all actives have a fitted effect of over 60% in size
#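 Recombinant glycosomal PGK reaction used 1,3-bisphosphoglycerate generated in-well by GAPDH (100nM final) in 100mM TEA pH 7.6, 5mM MgCl2, 0.01% Tween-20. After 60 minutes at room temperature, ATP was read by Kinase-Glo Plus luminescence end-point.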
# HP1b chromo inh = blocks HP1-beta chromodomain binding to methylated histone tails. P83916. Potency, µM (top dose mostly 114 µM), without a hit: at the highest dose activity change, negative = inhibition, hits mostly inhibitors. actives 0.56% (n = 390,000). AlphaScreen HP1-beta / biotin-H3K9me3 peptide binding. AID 540317; also: nearly all actives have a fitted effect of over 70% in size; inactives centre near 23
# Target sequence (P83916 whole entry, looked up): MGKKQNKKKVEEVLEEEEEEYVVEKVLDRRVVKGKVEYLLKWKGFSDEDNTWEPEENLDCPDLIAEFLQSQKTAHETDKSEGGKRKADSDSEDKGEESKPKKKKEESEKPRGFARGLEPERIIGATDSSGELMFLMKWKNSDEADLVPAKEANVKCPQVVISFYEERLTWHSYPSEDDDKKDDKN
#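 AlphaScreen: HP1-beta (50 nM) preformed 30 min with biotin-H3(1-18)K9me3 peptide (50 nM) in PBS pH 7.4, 0.01% Tween-20. Compound added for 30 min at RT, then streptavidin donor/nickel chelate acceptor beads (10 ug/mL) for 30 min.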
# Pin1 inh = inhibitors of human Pin1; Q13526; Pin1 FP peptide displacement, HiFluor488, 10 min; Potency, µM (highest dose often 115 µM), inactives show at the top dose activity, negative = inhibition, usual class: inhibitors; actives 0.009% (n = 390,000); AID 504891; active = well fitted inhibition curve with a large enough effect in the polarisation, with a control signal flat, not every such curve was filed as active; inconclusive = small, poorly fitted or top-dose-only effect, or effect the other way, or a change in a side signal; inactive = no such curve, though single readings can be large or run the other way; the % refers to the polarisation; also: % is scaled to controls: 0 for no effect and ±100 for the full control effect
# Target sequence (Q13526 whole entry, looked up): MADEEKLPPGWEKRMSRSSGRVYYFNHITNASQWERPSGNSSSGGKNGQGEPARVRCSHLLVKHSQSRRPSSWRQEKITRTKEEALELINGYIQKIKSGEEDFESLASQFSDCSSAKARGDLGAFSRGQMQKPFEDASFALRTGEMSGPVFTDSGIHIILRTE
# rTrxR1 inhibitor = inhibitors of rat thioredoxin reductase 1 | actives 1% (n = 390,000) | Potency, µM (series often up to 114 µM), without a hit: top-dose activity change, negative = inhibition, most hits filed as inhibitors | recombinant rTrxR1, NADPH fluorescence consumption, selenite substrate | O89049; also: % is scaled to controls: 0 for no effect and ±100 for the full control effect; nearly all actives have a fitted effect of over 65% in size
#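 Rat TrxR1 (90 nM in the dispensed reagent) was pre-reduced with 400 uM NADPH for 5 min at room temperature, then incubated with compound for 15 min. After 400 uM selenite was added, NADPH fluorescence (Ex 340/Em 450 nm) was followed for 8 min.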
# 12-LOX inh = ALOX12 (human) lipoxygenase inhibition | P18054 | actives 1.1% (n = 580,000) | Potency, µM (top dose mostly 108 µM), for the others: top-dose activity change, negative = inhibition, usual class: inhibitors | purified 12hLO, xylenol orange hydroperoxide absorbance; also: % is scaled to controls: 0 for no effect and ±100 for the full control effect
#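 Hydroperoxide product was detected by ferrous iron/xylenol orange as the 573 to 405 nm absorbance ratio. Arachidonic acid at 40 uM (final) was turned over for 30 min at room temperature by 150 nM human 12hLO, pH 7.0 Hepes buffer, after 15 min compound preincubation.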
# Starred values were filed as active, the others as inactive; i = inactive; u = inconclusive; x = not tested or not shown; [ ] = remark or other dose. Unless noted, calls follow the shape of the dose curve; as a rule, active = well fitted curve in the direction sought with a large enough effect; inconclusive = small, poorly fitted or top-dose-only effect, or another doubt; inactive = no such curve, though single readings can be large; an effect the other way counts as inactive or inconclusive. Potency is read from the fitted curve at half-maximal effect. This is a subset; count on the stated rates, not on these rows.
RGS4 inh	JMJD2A Tudor	ERG-DNA inh	HP1b chromo inh	GLS inh	rTrxR1 inhibitor	PGK inhibitor	Pin1 inh	12-LOX inh	smiles
20%	-21%	2%	34%	-4%	19%	-8%	47%[activator]	-23%	COc1ccccc1CNC(=O)c1ccc2c(c1)CCN2S(=O)(=O)c1ccc(Cl)cc1
3%	-4%	-6%	46%[activator]	20%	7%	-1%	5%	0%	COc1ccc(/C=N/N(C)C2=NS(=O)(=O)c3ccccc32)cc1OC
1%	-11%	0%	49%	-8%	-7%	3%	1%	-24%	CCOC(=O)N1CCN(C(=O)c2ccc3c(=O)n(CCc4ccccc4)c(=S)[nH]c3c2)CC1
28%	-23%	6%	23%	12%	29%	u	-12%	0%	COc1ccc(NC(=S)N2CCc3cc(OC)c(OC)cc3C2)cc1
-4%	-19%	-2%	15%	12%	25%	-7%	3%	7%	COc1ccc(OC)c(Nc2nc(N)nc(-c3cc4ccccc4o3)n2)c1
u	9%	-1%	56%[activator]	-3%	13%	0%	5%	2%	Cc1ccc2nc(-c3sc4nc(C)cc(C)c4c3N)[nH]c2c1
3%	-14%	-2%	26%	14%	1%	8%	-8%	-12%	CC(C)OP(=O)(c1ccc(N(C)C)cc1)C(O)c1ccccc1 (stereo not given)
17%	-20%	-24%	2%	-12%	-1%[57.1 µM]	-4%	0%	u	COCc1[nH][nH]c(=O)c1C=Nc1ccc(Cl)cc1
-2%	-20%	-1%	9%	7%	3%[57.1 µM]	2%	1%	0%	CCC1Sc2ccccc2N(CC(=O)NC2CCCCC2)C1=O (stereo not given)
30%	0%	7%	20%	5%	9%	3%	8%	-3%	COc1ccc(OCC#CCn2ccnc2)cc1
-12%	u	2%	-38%	2%	-8%	-7%	2%	-25%	O=[N+]([O-])c1cccc(C=Nc2cc3c(cc2Br)OCCO3)c1
-16%	-17%	-8%	33%	0%	20%	-2%	0%	u	CN(CC(=O)Nc1cccc(F)c1)C(=O)c1sc2ccccc2c1Cl
21%	-18%	x	14%	-1%	u	-8%	-4%	8%	Cc1noc(C)c1-c1ccc2nc[nH]c(=O)c2c1
-8%	-13%	-2%	56%[activator]	0%	u	-10%	20%	-7%	CCOC(=O)c1cccc(NS(=O)(=O)c2cc(Br)cc3c2N(C(=O)C2CC2)CC3)c1
-4%	5%	1%	39%[activator]	3%	-6%	1%	1%	45%[activator]	CCOC(=O)C1CCN(C(=O)COc2ccc(S(=O)(=O)NC(C)(C)C)cc2)CC1
-30%	-12%	-3%	27%[57 µM]	5%	21%[57.1 µM]	-3%	-3%	-4%	CC(C)c1nc2ccc(C(=O)NCCCN3CCN(c4ccccc4F)CC3)cc2o1
18%	-2%	-15%	61%[activator]	1%	18%	-9%	4%	8%	Cc1ccc(N2C(=O)C3ON(c4ccccc4)C(CC(C)C)C3C2=O)cc1 (stereo not given)
4%	-4%	10%	-25%	-2%	9%[57.1 µM]	i	-14%	-24%	O=C(CSc1nnnn1C1CCCC1)Nc1ccc2c(c1)OCO2
9%	-17%	12%	28%	6%	2%[57.1 µM]	-2%	-2%	-3%	O=c1cc(N2CCCC2)c(-c2ccccc2)n[nH]1
9%	-12%	1%	23%	2%	15%	6%	1%	2%	COc1cc(NC(=O)C2CCCN(c3ncnc4c3nc3n4CCCCC3)C2)cc(OC)c1OC (stereo not given)
18%	-12%	8%	32%	-1%	4%	-2%	-1%	x	O=C(N/N=C/c1sc(N2CCOCC2)nc1-c1ccccc1)c1ccccc1F
13%	-3%	1%	12%	24%	1%	2%	6%	-5%	Cc1c(N/C(=N/S(=O)(=O)c2ccccc2)c2ccc(Cl)cc2)c(=O)n(-c2ccccc2)n1C
-15%[56.9 µM]	-14%	10%	26%	9%	8%	6%	-18%	x	COc1cccc(OCCNC(=O)c2cc(OC)c(OC)c(OC)c2)c1
0%	-19%	-5%	11%	-1%	21%	-1%	u	5%	COc1ccc(Cl)cc1NC(=O)CN(C)C(=O)c1ccc(COc2ccccc2)cc1
-46%	-28%	8%	-4%	0%	-22%	-6%	4%	u	c1ccc2[nH]c(-c3cnco3)cc2c1
-12%	u	-12%	18%	6%	-1%[57.1 µM]	8%	25%	u	Cc1ccc(N=Nc2c(=O)[nH]n3c(C)cc(C)nc23)cc1
4%	-17%	-12%	27%	-9%	-5%	-6%	-2%	-2%	CC1=C(CCN2CCN(C3CCCC3)C(CCO)C2)C(C)(C)CCC1 (stereo not given)
37%	-11%	x	10%	7%	17%	-5%[11.5 µM]	-4%	1%	O=C(CSc1ncccn1)N/N=C/c1cccs1
-9%	-1%	-4%	3%	7%	9%	4%	-1%	u	CCOC(=O)C1=C(C)N(C)C(=O)NC1c1ccc2c(c1)OCO2 (stereo not given)
-13%	u	-4%	-27%	14%	8%	i	u	u	COc1cc(O)c2c(=O)c3c(O)ccc(O)c3oc2c1
-34%	u	-11%	-18%[57 µM]	-1%	-1%	i	17%	u	O=C(c1cc2cc(Cl)ccc2[nH]1)N1CCN(Cc2ccc3c(c2)OCO3)CC1
-21%	-24%	6%	12%	22%	5%	-7%	-3%	-6%	CCSc1nnc(NC(=O)CSc2nc3c(c(=O)n2-c2ccccc2)SCC3)s1
-3%	-15%	x	12%	9%	0%	0%	7%	-18%	CCOC(=O)c1cc(-c2ccc(C)cc2)nc2nc(SC)[nH]c(=O)c12
-17%	-20%	-4%	39%[activator]	1%	5%	-7%	2%	-2%	C=CCn1c(=O)c(C(=O)NCCNCC)c(O)c2ccccc21
22%	-8%	4%	15%	2%	-12%	5%	1%	6%	Cc1ccc(S(=O)(=O)Nc2cc(=O)[nH]c(SCC(=O)Nc3cccc(C(F)(F)F)c3)n2)cc1
-15%	-14%	-2%	32%	0%	-3%	4%	2%	u	Cc1ccc(C)c(S(=O)(=O)N2CCN(Cc3ccc(O)c4ncccc34)CC2)c1
-7%	-6%	-2%	39%	-5%	23%	i	-15%	-5%	Cc1ccc(CNC(=O)C2CCN(S(=O)(=O)c3c(C)noc3/C=C/c3cccs3)CC2)cc1
-21%	37%[activator]	-1%	162%[activator]	3%	27%[57.1 µM]	u	-2%	-18%	Cc1cccc(/C(N)=N/OC(=O)c2ccc(Cl)cc2Cl)c1
-4%[56.9 µM]	-14%	8%	54%[activator]	3%	4%	i	-1%	4%	Cn1c(=O)[nH]c(=O)c2c1nc(SCC(=O)O)n2CCOc1ccccc1
7%	-2%	0%	45%[activator]	1%	1%	8%	-4%	u	Cc1ccc(S(=O)(=O)c2c(N)n(CCCO)c3nc4ccccc4nc23)cc1
4%	-12%[57.1 µM]	-2%	4%	8%	-13%	-4%	69%[activator]	0%	Cc1ccc(-n2cc3c(-c4cccc(Br)c4)nnc(C)c3n2)cc1
-3%	2%	7%	43%[activator]	-14%	17%	-9%	7%	-11%	c1ccc(-c2noc(CC3CCCCC3)n2)nc1
-20%	-10%	-7%	29%	2%	11%	-10%	-1%	i	CCc1ccc(C(=O)COC(=O)CNC(=O)Cc2ccccc2)cc1
5%	-6%	2%	33%	-5%	23%	-5%	-2%	475%[activator]	Cn1c(=O)cc(OCC(=O)NCCCN2CCN(Cc3ccccc3)CC2)c2ccccc21
-27%	-31%	-2%	2%	2%	3%[57.1 µM]	-7%	-1%	-21%	COc1ccc(NC(=O)Cn2cc(S(=O)(=O)Cc3ccccc3)c3ccccc32)c(OC)c1
-27%	-13%	-8%	17%	17%	3%[57.1 µM]	-12%	5%	-20%	Cc1ccc(C(=O)CCC(=O)N2CCN(c3ccccc3O)CC2)cc1
-28%	-33%	9%	8%	-15%	17%[57.1 µM]	-1%	5%	-3%	COc1ccc(N2CCN(S(=O)(=O)CCNC(=O)COc3ccccc3C)CC2)cc1
2%	-17%	1%	57%[activator]	3%	-3%[57.1 µM]	-7%	29%	0%	CCOC(=O)c1cccc(NC(=O)c2cc3c(=O)n(Cc4ccccc4)ccc3nc2C)c1
23%	-9%	2%	25%	2%	7%	i	-1%	15%	CCN(CC)CCCNC(=O)C1c2ccccc2C(=O)N1Cc1ccc(C)cc1 (stereo not given)
-17%	-1%	6%	67%[activator]	-2%	16%[57.1 µM]	-7%	2%	-2%	O=C(Nc1ccccc1)C1C2CCCCC21 (stereo not given)
20%	7%	-2%	45%[activator]	2%	-8%	-5%	-5%	11%	Cc1nc2nc(CCNS(=O)(=O)c3ccc(Cl)cc3)cn2nc1C
4%	-4%	-10%	31%	1%	-18%	1%	u	u	CC1(CCl)N([O-])C2=C(CCCC2)[N+]1=O (stereo not given)

# Grouped by structure: those above containing two or more sulfur atoms (4)
RGS4 inh	JMJD2A Tudor	ERG-DNA inh	HP1b chromo inh	GLS inh	rTrxR1 inhibitor	PGK inhibitor	Pin1 inh	12-LOX inh	smiles
37%	-11%	x	10%	7%	17%	-5%[11.5 µM]	-4%	1%	O=C(CSc1ncccn1)N/N=C/c1cccs1
-21%	-24%	6%	12%	22%	5%	-7%	-3%	-6%	CCSc1nnc(NC(=O)CSc2nc3c(c(=O)n2-c2ccccc2)SCC3)s1
22%	-8%	4%	15%	2%	-12%	5%	1%	6%	Cc1ccc(S(=O)(=O)Nc2cc(=O)[nH]c(SCC(=O)Nc3cccc(C(F)(F)F)c3)n2)cc1
-7%	-6%	-2%	39%	-5%	23%	i	-15%	-5%	Cc1ccc(CNC(=O)C2CCN(S(=O)(=O)c3c(C)noc3/C=C/c3cccs3)CC2)cc1
